Screens as filed in PubChem.
NS5 inhibitors = Dengue-2 NS5 methyltransferase inhibitors, primary screen, biochemical, confirmation dose response (AID 588689). 340,000 compounds, 0.3% hits. Genome polyprotein (Dengue virus type 2 (strain 16681-PDK53)). Dengue-2 NS5 methyltransferase capping enzyme assay, biochemical; higher % means a stronger effect. inhibition, % at 25 µM, or IC50 in µM where a hit was titrated; in the data active = a potency from the dose series; inconclusive = inhibition above about 29% without an active follow-up result
Myeloid diff 2 = induction of myeloid progenitor differentiation, primary screen, cell-based, flow cytometry, MLPCN library; ER-HoxA9 myeloid progenitors, lysozyme-GFP differentiation; calls only at 10 µM; 360,000 compounds, 1% hits; AID 624256, 2012;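 active = normalized GFP-positive differentiation at or above the plate's own cutoff, the solvent-only control mean plus 3 SD; inconclusive = no clear call, values can overlap the other calls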;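 also: cells exposed to compound for four days before flow analysis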
NS5 inhibitors pilot replicate = further read-out of NS5 inhibitors, marked with its call; inhibition, %; measured here: pilot screen replicate inhibition
Myeloid diff 2 GFP+ MAC1+ % = also measured in Myeloid diff 2; calls as there; GFP+ MAC1+ double positive, %; measured here: differentiation confirmed by MAC1 staining
The depositor's hits bear a star; i = inactive; ? = inconclusive; · = no result given; + = active, no number; & = joins results of further samples.

Start of the listing, in advance, two compounds:
SMILES | NS5 inhibitors | Myeloid diff 2 | Myeloid diff 2 GFP+ MAC1+ % | others
O=C(c1ccc(NS(=O)(=O)c2ccc(F)cc2)cc1)N1CCCCC1 | -4% | i | 0.9
COc1cc(N(CCCn2cnc3c(SC)ncnc32)CCCn2cnc3c(SC)ncnc32)cc(OC)c1OC | 6% | i | 0.8

The list itself, from the start:
SMILES | NS5 inhibitors | Myeloid diff 2 | Myeloid diff 2 GFP+ MAC1+ % | others
O=C(c1ccc(NS(=O)(=O)c2ccc(F)cc2)cc1)N1CCCCC1 | -4% | i | 0.9
COc1cc(N(CCCn2cnc3c(SC)ncnc32)CCCn2cnc3c(SC)ncnc32)cc(OC)c1OC | 6% | i | 0.8
COCCN(C(=O)COC(=O)CCS(=O)(=O)c1ccccc1)c1c(N)n(Cc2ccccc2)c(=O)[nH]c1=O | 1% | i | 1.0
CC[C@@H]1C(c2cccc(C)c2)=NN(c2ccccc2)[C@H]1C(=O)N1CCOC1=O | -9% | i | 0.4 | NS5 inhibitors pilot replicate=-0.6
C#Cc1ccc([C@H]2C=C(C(=O)NCc3nc4ccccc4[nH]3)O[C@@H](OCC)[C@@H]2CCCO)cc1 | -2% | i | 1.9
CC(C(=O)Nc1ccccc1F)N1CCN(S(=O)(=O)c2ccc(C(F)(F)F)cc2)CC1 (stereo unspecified) | 1% | i | 0.8
COc1ccc(CC(=O)Nc2cc(S(=O)(=O)N3CCCCC3)ccc2C)cc1 | -4% | i | 0.9
O=C(CSc1nc(C(F)(F)F)cc(=O)[nH]1)N1CCCC1 | 3% | i | 0.5
C[C@H](CO)N1C[C@H](C)[C@H](CN(C)C(=O)c2ccc(N3CCN(C)CC3)cc2)OCc2cnnn2CCCC1=O | 2% | i | 0.6
COc1ccc(-c2ccc(SCC(=O)NC3CCCC3)nn2)cc1 | 3% | i | 0.9
O=C1CCN(C(=O)c2ccccc2)c2ccccc21 | 1% | i | 2.0
C[C@H]1CN([C@@H](C)CO)S(=O)(=O)c2ccc(Br)cc2O[C@H]1CN(C)S(=O)(=O)c1ccccc1 | -5% | i | 0.9
COc1ccccc1N(C)S(=O)(=O)c1ccc(Cl)c(C(=O)N2CCC2)c1 | 1% | i | 1.2
CCn1c(SCC(=O)Nc2ccc(NC(=O)c3ccco3)cc2)nnc1-c1cccs1 | -6% | i | 1.2
C[C@@H]1CN([C@H](C)CO)C(=O)CCCn2nncc2CO[C@H]1CN(C)S(=O)(=O)c1ccc(Cl)cc1 | -3% | i | 0.4
C#CCOCCOCCOCCNc1nc(N2CCN(C(=O)[C@H](CCCCN)n3cc([C@@H](N)[C@H](C)CC)nn3)CC2)nc(N2CCN(C(=O)[C@H](CCC(=O)O)n3cc([C@@H](N)CCSC)nn3)CC2)n1 | -6% | i | 0.6 | NS5 inhibitors pilot replicate=3.7
CC(C)C[C@@H](CNCC(=O)[C@H](C)NC(=O)c1[nH]cnc1C(=O)N[C@@H](C)CN)NC(=O)c1nc[nH]c1C(=O)N[C@@H](CC(=O)O)C(=O)O | 0% | i | 0.7 | NS5 inhibitors pilot replicate=0.3
COc1ccc(CC(=O)Oc2ccc(C(C)C)cc2)cc1S(=O)(=O)N1CCOCC1 | -1% | i | 0.8
Brc1cnc(OCc2ccccc2)nc1OCc1ccccc1 | 2% | i | 0.6
Cc1cc(C(=O)N2CCN(S(=O)(=O)c3ccc(F)c(Cl)c3)CC2)c(C)o1 | -1% | i | 0.5
CN1OC[C@@H]2CN(S(=O)(=O)c3ccccc3)[C@H](c3cccc(Br)c3)C[C@@H]21 | -1% | i | 1.4 | NS5 inhibitors pilot replicate=-1.8
C#CCOCCOCCOCCNc1nc(N2CCN(C(=O)CCCCCCCCCCNC(=O)Cn3cc(C[C@@H](C)O)nn3)CC2)nc(N2CCN(C(=O)CCCCCCCCCCNC(=O)[C@@H](CCSC)n3cc(CCO)nn3)CC2)n1 | -9% | + | 1.6*
C[C@@H]1O[C@@H](OC[C@H]2O[C@@H](Oc3cc(O)c4c(=O)cc(-c5ccc(O)c(O)c5)oc4c3)[C@H](O)[C@@H](O)[C@@H]2O)[C@H](O)[C@H](O)[C@H]1O | 1% | i | 2.1
O=C(CSc1ncccn1)Nc1ccc2[nH]c(=O)[nH]c2c1 | -1% | i | 0.2
CN(Cc1ccc(Cl)cc1Cl)C(=O)Cc1ccc(S(=O)(=O)N2CCOCC2)s1 | -15% | i | 0.2

No new results follow: an excerpt of the list.
SMILES | NS5 inhibitors | Myeloid diff 2 | Myeloid diff 2 GFP+ MAC1+ % | others
CC[C@@H]1C(c2cccc(C)c2)=NN(c2ccccc2)[C@H]1C(=O)N1CCOC1=O | -9% | i | 0.4 | NS5 inhibitors pilot replicate=-0.6
C#Cc1ccc([C@H]2C=C(C(=O)NCc3nc4ccccc4[nH]3)O[C@@H](OCC)[C@@H]2CCCO)cc1 | -2% | i | 1.9
CC(C(=O)Nc1ccccc1F)N1CCN(S(=O)(=O)c2ccc(C(F)(F)F)cc2)CC1 (stereo unspecified) | 1% | i | 0.8
COc1ccc(CC(=O)Nc2cc(S(=O)(=O)N3CCCCC3)ccc2C)cc1 | -4% | i | 0.9
O=C(CSc1nc(C(F)(F)F)cc(=O)[nH]1)N1CCCC1 | 3% | i | 0.5
C[C@H](CO)N1C[C@H](C)[C@H](CN(C)C(=O)c2ccc(N3CCN(C)CC3)cc2)OCc2cnnn2CCCC1=O | 2% | i | 0.6

(cont.)
SMILES | NS5 inhibitors | Myeloid diff 2 | Myeloid diff 2 GFP+ MAC1+ % | others
Cc1ccc(C(=O)OCC(=O)NC2CCCC(C)C2C)s1 (stereo unspecified) | 3% | i | 1.3
Cc1cc(NC(=O)CSc2nnc(NCc3ccco3)s2)no1 | 0% | i | 0.5
NC(=O)c1ccc(Cn2c(C(=O)c3ccc(Cl)cc3)c3ccccc3[n+]2[O-])cc1 | -7% | i | 1.5
CC(OC(=O)CNS(=O)(=O)c1ccc(C#N)cc1)C(=O)Nc1ccc(Cl)cn1 (stereo unspecified) | 5% | i | 0.4
C/C(=C\c1ccccc1F)C1Nc2cccc3cccc(c23)N1 | 21% | i | 2.6
CC1(CCc2ccccc2)NC(=O)N(CC(=O)Nc2ccc(OC(F)F)cc2)C1=O (stereo unspecified) | -1% | i | 1.0
Cc1ccnc(NS(=O)(=O)c2ccc(NC(=O)CN3C(=O)c4ccccc4S3(=O)=O)cc2)n1 | -5% | i | 0.4
COCCn1c(C)cc(C(=O)COC(=O)CCS(=O)(=O)c2ccc(C)cc2)c1C | 1% | i | 1.1
CCNC(=O)c1c(NC(=O)c2cc(-c3cc(C)cc(C)c3O)n[nH]2)sc2c1CCCC2 | -14% | i | 1.2
CC1(C)CC[C@]2(C(=O)O)[C@H](O)C[C@]3(C)C(=CCC4[C@@]5(C)C[C@H](O)[C@H](O)[C@@](C)(CO)C5CC[C@]43C)[C@@H]2C1 (stereo partly specified) | 1% | i | 2.3
CN(C)S(=O)(=O)c1ccc(N2CCCC2)c(C(=O)Nc2ccccc2)c1 | 4% | i | 0.7
CN(C)c1ccc(S(=O)(=O)NCC(=O)OCC(=O)NC(=O)C2CCCCC2)cc1[N+](=O)[O-] | -7% | i | 0.8
CCC(Oc1ccccc1)C(=O)N(C)CC(=O)N(CC(C)C)c1c(N)n(CC(C)C)c(=O)[nH]c1=O (stereo unspecified) | -6% | i | 0.2
O=C(Nc1cccc(S(=O)(=O)N2CCCCCC2)c1)C1CCN(C(=O)c2ccc(F)cc2)CC1 | 1% | i | 0.6
Cc1nc(SCC(=O)NC2CCS(=O)(=O)C2)c2c(C)c(C)sc2n1 (stereo unspecified) | 3% | i | 0.3
CSCCC(NC(=O)c1cc(S(=O)(=O)N2CCOCC2)ccc1F)c1nc2ccccc2[nH]1 (stereo unspecified) | 0% | i | 1.2
CCn1c(SCC(=O)Nc2ccc(N3CCOCC3)cc2)nnc1-c1ccco1 | 7% | i | 0.6
CC(=O)NC12CC3CC(C1)CC(C(=O)N1CCN(S(=O)(=O)c4ccc(C(C)C)cc4)CC1)(C3)C2 | -6% | i | 0.3
O=S(=O)(c1cccc2ccccc12)N1CCC2CC1c1cc(-c3ccc(F)cc3)ccc12 (stereo unspecified) | -3% | i | 0.9 | NS5 inhibitors pilot replicate=0.3
CCCn1c(=O)c2[nH]c(-c3ccc(OCC(=O)Nc4ccc(C#N)cc4)cc3)nc2n(CCC)c1=O | -7% | i | 1.6
Cc1ccc(C)c(OCCC(=O)OCC(=O)NCCNC(=O)COC(=O)CCOc2cc(C)ccc2C)c1 | -6% | i | 1.0
CN(Cc1ccccc1)C(=O)c1ccccc1N(C)S(=O)(=O)c1ccccc1 | -7% | i | 0.9
CN(C)CCCN(C(=O)c1ccc(S(=O)(=O)N2CCCCCC2)cc1)c1nc2c(F)cc(F)cc2s1 | 2% | i | 0.9
O=C(Nc1ccc(Cl)c(S(=O)(=O)N2CCCCC2)c1)c1ccco1 | 2% | i | 0.9
O=C(CSc1ccccc1)NCC1(N2CCOCC2)CCCCC1 | -4% | i | 0.6

Three entries picked at random from the list so far:
SMILES | NS5 inhibitors | Myeloid diff 2 | Myeloid diff 2 GFP+ MAC1+ % | others
CCNC(=O)c1c(NC(=O)c2cc(-c3cc(C)cc(C)c3O)n[nH]2)sc2c1CCCC2 | -14% | i | 1.2
Cc1cc(NC(=O)CSc2nnc(NCc3ccco3)s2)no1 | 0% | i | 0.5
CCCn1c(=O)c2[nH]c(-c3ccc(OCC(=O)Nc4ccc(C#N)cc4)cc3)nc2n(CCC)c1=O | -7% | i | 1.6

Next part
SMILES | NS5 inhibitors | Myeloid diff 2 | Myeloid diff 2 GFP+ MAC1+ % | others
CCC(C)Sc1cccc(-c2nc3ccc(C)cn3c2NC2CCCCC2)c1 (stereo unspecified) | -5% | i | 3.1&2.4
C[C@@H]1CN([C@H](C)CO)S(=O)(=O)c2ccc(C#CC3CCCCC3)cc2O[C@H]1CN(C)C(=O)Cc1ccncc1 | -14% | i | 1.1
COc1cccc(NC(=O)CN(C)C(=O)Cn2c(=O)oc3ccccc32)c1 | -5% | i | 0.1
CCc1noc(C)c1C(=O)N(Cc1ccccc1)c1c(N)n(CCOC)c(=O)[nH]c1=O | 0% | i | 0.4
CCN(CC)S(=O)(=O)c1ccc2[nH]c(=O)cc(C(=O)N(C)C3CCS(=O)(=O)C3)c2c1 (stereo unspecified) | 2% | i | 0.1
CS(=O)(=O)c1ccc(Cl)c(NC(=O)CSc2n[nH]c(-c3cccs3)n2)c1 | -2% | i | 0.2
COc1ccccc1CNS(=O)(=O)CCNC1CCCCC1 | -2% | i | 0.4
O=C(CN(Cc1ccco1)C(=O)CNS(=O)(=O)c1ccc(Cl)cc1)NCc1ccc(F)cc1 | 5% | i | 1.3
NS(=O)(=O)c1ccc(CNC(=O)c2ccc(C(=O)c3ccccc3)cc2)cc1 | 0% | i | 0.9
COc1ccc(S(=O)(=O)N2CCCCC2)cc1NC(=O)CCNC(=O)c1ccc(Cl)cc1 | -1% | i | 0.8
CN(CC(=O)Nc1cccc(F)c1)C(=O)c1ccc(-n2cncn2)c([N+](=O)[O-])c1 | -1% | i | 0.5
O=C(NCc1nc2ccccc2[nH]1)C1=C[C@H](C2CCCCC2)C[C@H](OCCCCO)O1 | -14% | i | 1.4
Cn1c(=O)c2c(nc(C(O)c3ccccc3)n2C)n(C)c1=O (stereo unspecified) | 5% | i | 1.1
O=C(NCCN1CCOCC1)c1ccc(S(=O)(=O)Nc2ccccc2)cc1 | 0% | i | 1.0
CC(C)(C)OC(=O)N1CCC(C(=O)Nc2ccc3c(c2)CCC3)CC1 | -10% | i | 1.0
CCC(C)C(N)C1=NC(C(=O)N[C@@H](CC(C)C)C(=O)N[C@H](CCC(=O)[O-])C(=O)N[C@H](C(=O)N[C@H]2CCCCNC(=O)[C@H](CC(N)=O)NC(=O)[C@@H](CC(=O)[O-])NC(=O)[C@H](Cc3cnc[nH]3)NC(=O)[C@@H](Cc3ccccc3)NC(=O)[C@H]([C@@H](C)CC)NC(=O)[C@@H](CCCN)NC2=O)[C@@H](C)CC)CS1.[Zn+2] (stereo partly specified) | -6% | i | 1.9
Cc1ccc(S(=O)(=O)N2CCOCC2)cc1C(=O)Nc1cccc(C(=O)NC2CC2)c1 | -6% | i | 0.2
COc1ccc(CC(=O)NNC(=O)COc2ccc(Cl)cc2C)cc1S(=O)(=O)N1CCOCC1 | -7% | i | 1.5
CC(C)(C)OC(=O)N1CCC(CC2CC(c3ccccc3)=NO2)(C(=O)NCc2ccccc2)CC1 (stereo unspecified) | -10% | i | 3.0
CC(=O)Nc1sc(C)c(C)c1C(=O)OCC(=O)Nc1ccccc1 | 4% | i | 1.0
C=CC(=O)Nc1cccc(Oc2ccnc(Nc3ccc(N4CCN(C)CC4)cc3)n2)c1 | -2% | ? | ·
Cc1cccc(NC(=O)CN2C(=O)NC3(CCCCCCC3)C2=O)c1C | -5% | i | 0.4
COC(=O)c1ccc(C)c(NC(=O)COC(=O)C2CC3CCCC(C2)C3=O)c1 (stereo unspecified) | -9% | i | 0.1
Cc1csc(SCC(=O)Nc2ccc(C)c(S(=O)(=O)N(C)C)c2)n1 | -3% | i | 0.5
COc1ccc(CNC(=O)COC(=O)CN2C(=O)NC3(CCCC3)C2=O)cc1 | 6% | i | 0.4
CN(C(=O)c1ccc(NC(=O)Cc2ccc(NC(=O)C3CCCN(C(=O)C4CCCC4)C3)cc2)cc1)C1CC1 (stereo unspecified) | -4% | + | 0.5*
O=C1CC(NS(=O)(=O)c2cccnc2)CN1c1ccc(Cl)cc1 (stereo unspecified) | 1% | i | 0.8
c1csc(CNc2ncnc3sccc23)c1 | -13% | i | 1.8

The list is partial; rates above refer to the full screens.
